Bioassay records (PubChem BioAssay)
IL1B secr inh: inhibitors of inflammasome signaling (IL-1 beta secretion); THP-1 LPS/ATP IL-1B secretion, AlphaLISA, 16 h; stronger effect = lower value; activity change, % at 57.5 µM; 360,000 compounds, 4.7% hits; in the data active = activity change below about -50%; inconclusive = mostly about -30% to -49%; also: % is scaled to controls: 0 for no effect and ±100 for the full control effect
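Secreted IL-1B measured by AlphaLISA bead assay after 16 h compound exposure of THP-1 cells; compounds (final up to 57.5 uM) added 1 h before LPS (250 ng/mL) and ATP (1.25 mM) stimulation; lower signal means less secretion.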
KB-V1 MDR tox: KB-V1 MDR subline cytotoxicity; KB-V1 MDR cells viability, CellTiter-Glo, 72 h; Potency, µM (doses to about 46.1 µM), for the others: at the highest dose activity change, negative = cytotoxicity, usual class: cytotoxic; 400,000 compounds, 3.4% hits; also: potency is read from the fitted curve at half-maximal effect; % is scaled to controls: 0 for no effect and ±100 for the full control effect; nearly all actives have a fitted effect of over 60% in size
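KB-V1, DMEM (no phenol red) + 10% FBS; cpd pin-transferred, titration series; 72 h, 37 degrees C; CellTiter-Glo, luminescence. Data normalized, curve-fit.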
WRN helicase inh: blocks human WRN helicase. Q14191. WRN helicase unwinding, fluorescent forked duplex, kinetic. Potency, µM (doses to about 114 µM), for inactives: top-dose activity change, negative = inhibition, actives largely listed as inhibitors. 360,000 compounds, 0.46% hits; also: potency is read from the fitted curve at half-maximal effect; % is scaled to controls: 0 for no effect and ±100 for the full control effect; nearly all actives have a fitted effect of over 55% in size
Target sequence (Q14191 whole entry, looked up): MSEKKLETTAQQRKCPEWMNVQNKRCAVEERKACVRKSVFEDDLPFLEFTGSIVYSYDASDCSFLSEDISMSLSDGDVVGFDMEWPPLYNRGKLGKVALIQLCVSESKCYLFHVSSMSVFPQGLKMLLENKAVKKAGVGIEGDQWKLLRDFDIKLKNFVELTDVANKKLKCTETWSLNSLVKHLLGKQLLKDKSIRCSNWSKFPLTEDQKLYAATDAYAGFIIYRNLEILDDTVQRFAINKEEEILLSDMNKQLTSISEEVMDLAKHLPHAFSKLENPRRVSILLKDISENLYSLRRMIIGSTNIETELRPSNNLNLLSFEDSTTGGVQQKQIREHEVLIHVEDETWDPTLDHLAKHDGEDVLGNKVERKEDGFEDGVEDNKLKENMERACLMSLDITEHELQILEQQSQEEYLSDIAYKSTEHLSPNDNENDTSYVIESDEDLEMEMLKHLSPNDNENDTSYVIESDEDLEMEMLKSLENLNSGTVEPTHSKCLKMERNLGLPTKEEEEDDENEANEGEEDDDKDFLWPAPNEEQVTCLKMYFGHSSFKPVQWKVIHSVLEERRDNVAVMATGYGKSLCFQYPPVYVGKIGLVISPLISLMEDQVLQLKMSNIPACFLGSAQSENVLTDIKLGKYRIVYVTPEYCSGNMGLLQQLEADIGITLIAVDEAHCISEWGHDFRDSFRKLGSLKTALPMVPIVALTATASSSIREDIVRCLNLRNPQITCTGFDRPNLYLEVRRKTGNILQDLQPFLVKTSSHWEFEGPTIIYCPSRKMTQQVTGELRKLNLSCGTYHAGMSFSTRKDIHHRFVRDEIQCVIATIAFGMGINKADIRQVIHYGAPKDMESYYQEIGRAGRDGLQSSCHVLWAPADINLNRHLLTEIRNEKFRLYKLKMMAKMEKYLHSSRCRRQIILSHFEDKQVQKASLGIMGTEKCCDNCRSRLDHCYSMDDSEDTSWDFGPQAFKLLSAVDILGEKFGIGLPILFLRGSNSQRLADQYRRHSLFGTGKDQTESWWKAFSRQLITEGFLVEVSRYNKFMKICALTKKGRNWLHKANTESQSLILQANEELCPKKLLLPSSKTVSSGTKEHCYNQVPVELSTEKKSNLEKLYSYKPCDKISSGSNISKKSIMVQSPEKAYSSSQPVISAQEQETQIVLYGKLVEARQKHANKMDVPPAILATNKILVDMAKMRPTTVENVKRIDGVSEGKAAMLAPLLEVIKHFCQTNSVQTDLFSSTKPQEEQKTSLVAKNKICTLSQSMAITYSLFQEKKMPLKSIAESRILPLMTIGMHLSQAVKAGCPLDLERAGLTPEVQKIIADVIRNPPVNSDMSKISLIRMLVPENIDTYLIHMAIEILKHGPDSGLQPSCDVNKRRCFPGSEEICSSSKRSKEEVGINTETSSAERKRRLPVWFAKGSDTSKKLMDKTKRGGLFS
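WRN at 20 nM final preincubated with compound 15 min at room temperature; reaction started with 100 nM fluorophore/quencher forked duplex oligonucleotide and 2 mM ATP final. Unwinding followed kinetically by red fluorescence (ex 525, em 598 nm).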
KB-3-1 tox: KB-3-1 parental cell cytotoxicity; Potency, µM (top dose mostly 46.1 µM), for inactives: at the highest dose activity change, negative = cytotoxic, actives largely listed as cytotoxic; AID 1347075; 400,000 compounds, 1.4% hits; KB-3-1 viability, CellTiter-Glo ATP luminescence, 72 h; also: potency is read from the fitted curve at half-maximal effect; % is scaled to controls: 0 for no effect and ±100 for the full control effect; nearly all actives have a fitted effect of over 60% in size
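Parental KB-3-1 adenocarcinoma cells in phenol-red-free DMEM with 10% FBS were pin-treated with compounds at several concentrations, incubated 72 h at 37 °C, and viability read by CellTiter-Glo luminescence; concentration-effect curves were fitted after normalization.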
SW480 rereplic: inducers of DNA re-replication in SW480 colon cancer cells. SW480 DNA re-replication, Hoechst DNA content imaging, 48 h. AID 624297. 340,000 compounds, 1.8% hits. Potency, µM (titrated, usually from 46.1 µM), for inactives: at the top dose re-replication activation, usual class: activators; also: potency is read from the fitted curve at half-maximal effect; % of control where 0% means no effect; nearly all actives have a fitted effect of over 55% in size
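Treated cells incubate 48 hr (37 C, 5% CO2), are stained 40 min with Hoechst, and nuclear fluorescence is enumerated; a rise in nuclei with high DNA signal marks re-replication.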
MCF10A rerep: induces DNA re-replication in MCF 10a normal breast cells; MCF 10A DNA re-replication, Hoechst nuclear intensity, 48 h; Potency, µM (series often up to 46.1 µM), without a hit: at the top dose activity, positive = re-replication, actives largely listed as activators; 350,000 compounds, 2.9% hits; AID 624296; also: potency is read from the fitted curve at half-maximal effect; % of control where 0% means no effect; nearly all actives have a fitted effect of over 50% in size
HT1080-NT tox: kills 2HG-producing HT-1080-NT fibrosarcoma cells | HT-1080-NT fibrosarcoma viability, CellTiter-Glo ATP luminescence, 48 h | Potency, µM (top dose mostly 46.1 µM), inactives show at the top dose activity, negative = less viability, most hits filed as cytotoxic | 360,000 compounds, 1.6% hits;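 also: NT is the 2HG producing partner of a matched IDH1 knockdown line; potency is read from the fitted curve at half-maximal effect; 0% = DMSO-treated cells and -100% = media-only wells without cells; nearly all actives have a fitted effect of over 55% in size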
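A 48-hour cytotoxicity screen used HT-1080-NT cells plated 2 hours before compound delivery. ATP-based CellTiter-Glo luminescence measured viability, normalized to DMSO and no-cell controls.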
HT1080 IDH1KD tx: toxicity to HT-1080 IDH1 knockdown cells (counter line); HT-1080 IDH1 knockdown viability, ATP luminescence, 48 h; Potency, µM (series often up to 46.1 µM), inactives show at the top dose activity, negative = toxicity, hits mostly cytotoxic; 360,000 compounds, 2% hits; AID 686971;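 also: potency is read from the fitted curve at half-maximal effect; 0% = DMSO wells and -100% = cell-free medium wells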
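Assay cells: HT-1080 with IDH1 knockdown, 750 per well, RPMI/5% FBS. Exposure: 48 h at 37 °C following 2 h pre-incubation. Read: CellTiter-Glo luminescence; fitted concentration-response, curve class assigned.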
ATXN2 expr inh: reduces ATXN2 reporter expression in HEK-293 cells | HEK-293 ATXN2-luciferase reporter, luminescence, 24 h | Potency, µM (doses to about 57 µM), for inactives: top-dose activity change, negative = inhibition, hits mostly inhibitors | 360,000 compounds, 0.72% hits; also: potency is read from the fitted curve at half-maximal effect; % is scaled to controls: 0 for no effect and ±100 for the full control effect; nearly all actives have a fitted effect of over 55% in size
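ATXN2-luciferase reporter cells (luciferase flanked by upstream and downstream ATXN2 gene portions) were treated 24 h at 37 °C with compounds at up to 57 uM. SteadyGlo luminescence gave expression; GF-AFC fluorescence gave viability.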
* = called active by the depositor; i = inactive; ? = inconclusive; · = no result given; [ ] = another dose, or the depositor's remark. Unless noted, calls follow the shape of the dose curve; as a rule, active = well fitted curve in the direction sought with a large enough effect; inconclusive = small, poorly fitted or top-dose-only effect, or another doubt; inactive = no such curve, though single readings can be large; an effect the other way counts as inactive or inconclusive.

SMILES	IL1B secr inh	KB-V1 MDR tox	WRN helicase inh	KB-3-1 tox	SW480 rereplic	MCF10A rerep	HT1080-NT tox	HT1080 IDH1KD tx	ATXN2 expr inh
C=CCc1cc(C=O)cc(OCC)c1OCc1ccc(Cl)cc1	0	?	-2%	-9%	-39%[inhibitor]	?	7%	28%	-3%
Cc1cc(N)n(-c2cc(C)c3ccccc3n2)n1	23	0%	1%	-4%	-7%	0%	?	-29%	37%[activator]
Nc1cc(=O)[nH]c(SCC(=O)Nc2ccccc2Sc2ccc(Cl)cc2)n1	0	?	-7%	?	-4%	16%	-22%	-24%	-23%
COCCNC(=O)c1nn(-c2cc(OC)cc(OC)c2)c(=O)c2ccccc12	-15	3%	2%	0%	-4%	0%	15%	18%	-4%
Oc1c(Br)cc(Br)cc1/C=N/c1nccs1	24	-3%	-15%	-8%	6%	?	-13%	-15%	?
CCc1nn(C)c(N)c1C	0	-1%	-5%	-7%	-4%	2%	-1%	24%	7%
COC(=O)C1=C(C)N(Cc2ccccc2)C(=O)N[C@H]1c1ccccc1	-23	-7%	-10%	3%	?	?	3%	2%	-6%
O=C(N/N=C/c1ccc(COc2ccc(Br)cc2)o1)c1ccco1	1	7%	-9%	8%	-6%	-1%	6%	2%	25%
O=C(Nc1ccc(F)c(Cl)c1)c1ccccc1	10	-20%	2%	7%	-38%[inhibitor][9.22 µM]	-6%	0%	19%	69%[activator]
O=C(O)CCN1C(=O)c2ccccc2Sc2ncccc21	24	7%	3%	2%	0%	-3%	5%	-3%	·
Fc1ccc(CSc2nsc(SCc3ccc(F)cc3)n2)cc1	-2	20%	-9%	1%	-8%	?	16%	4%	7%
CC(=O)N1CCC(C(=O)N2c3ccccc3N=C(c3ccc4c(c3)OCO4)C2C(=O)NCc2ccccc2)CC1 (stereo not drawn)	?	-18%	-10%	18%	·	·	1%	10%	·
CC1(C)CC(=O)C(C(=O)CCCCC(=O)C2C(=O)CC(C)(C)CC2=O)C(=O)C1	-2	-28%	-4%	-1%	-14%	4%	-5%	5%	-1%
Cc1noc(C)c1C(=O)OCC(=O)Nc1ccccc1C(=O)NC(C)c1ccccc1 (stereo not drawn)	-10	?	-4%	?	10%	20%	-22%	-2%	-8%
CCc1nnc(NC(=O)[C@@H]2CCCN2S(=O)(=O)c2ccc3c(c2)OCCO3)s1	19	-21%	-17%	4%	?	22%	1%	0%	-21%
O=C(c1ccccc1)c1ccc(O)cc1O	0	?	-29%	2%	-7%	1%	4%	0%	·
Cc1cccc(NC(=O)c2cnc3ccccn3c2=O)c1	-18	-5%	1%	-13%	2%	0%	0%	14%	54%[activator]
CCOC(=O)C1=C(COC(=O)CNC(=O)c2ccc(C(C)(C)C)cc2)NC(=O)NC1C (stereo not drawn)	2	-1%	-8%	-1%	1%	3%	1%	-1%	1%
Cc1ccc(C)c(OCC(=O)Nc2ccncc2)c1	0	11%	0%	?	0%	-1%	0%	?	·
CSCCC(NC(=O)c1ccccc1Cl)C(=O)N1CCCC(C)C1 (stereo not drawn)	-4	-3%	-4%	-8%	-2%	0%	-1%	7%	2%
COCC(C)NC(=O)C(C)Oc1ccccc1 (stereo not drawn)	24	0%	-22%	10%	-2%	-4%	6%	13%	-5%
O=C(NCCN1C(=O)S/C(=C\c2cccnc2)C1=O)c1cccc(OC(F)F)c1	-7	9%	-1%	4%	0%	-3%	6%	8%	3%
COc1ccccc1Cc1c(-c2ccc(OC)c(OC)c2)nc2c3ccccc3ccn12	-21	?	-8%	-1%	·	·	?	?	?
CC(C)C(=O)Nc1nnc(SCC(=O)Nc2ccc3c(c2)OCO3)s1	1	?	-3%	20%	-58%[inhibitor]	0%	-15%	-19%	4%
CCN(CC)C(=O)CSc1nc2c(sc(=S)n2-c2ccccc2)c(=O)n1-c1ccc(OC)cc1OC	-17	20%	7%	0%	-4%	16%	-9%	-3%	·
COc1cc(OC)c(C(=O)OC(C)C(=O)Nc2cccc(C(F)(F)F)c2)cc1OC (stereo not drawn)	9	?	-4%	-5%	-4%	2%	-3%	-20%	-8%
Cc1nnc2sc(-c3ccccn3)nn12	3	16%	-6%	4%	-22%	0%	-1%	1%	4%
O=C(CCSCCc1ccccn1)Nc1ccccn1	16	18%	0%	4%	-3%	4%	12%	12%	9%
O=C(c1cccs1)N1CCN=C1SCc1ccc(F)cc1	-3	9%	-7%	-3%	-1%	0%	0%	12%	2%
CCc1ccc(-c2ccc3nnc(SCC(N)=O)n3n2)cc1	12	?	-4%	2%	-10%	0%	0%	0%	·
COC(=O)c1[nH]c2ccc(C)cc2c1NC(=O)Oc1ccccc1	39	-2%	-16%	0%	1%	40%	4%	2%	4%
Cc1cc(C)cc(N(CC(=O)Nc2cc(C)ccc2C)S(=O)(=O)c2c(C)[nH]c(=O)[nH]c2=O)c1	12	?	-9%	6%	-11%	2%	-9%	-13%	4%
Cc1ccc(-n2ncc(C(=O)O)c2C2CCN(C(=O)OC(C)(C)C)CC2)cc1	15	21%	6%[57.1 µM]	11%	-2%	0%	20%	10%	0%
CCCn1c(N)c(C(=O)CN(C)CC(=O)Nc2ccccc2CC)c(=O)[nH]c1=O	22	0%	-6%	-2%	-11%	0%	3%	10%	2%
CCOC(=O)C1C(=O)NC(N2CCOCC2)=NC1C(C)C (stereo not drawn)	24	15%	-9%	5%	-6%	0%	0%	-1%	5%
CN(CC(=O)NC1CCCCC1)S(=O)(=O)c1cccc2nsnc12	-9	-16%	20%	18%	1%	1%	0%	-7%	2%
COc1cc(CN2CCN(C(O)(c3ccccc3)c3ccccc3)CC2)cc(OC)c1OC	-69*	-6%	-1%	-12%	?	?	-6%	-11%	3%
Cc1ccc(C)c(NC(=O)c2cnn(-c3ccccc3)c2C)c1	-58*	-22%	8%	-1%	17%	-13%	-5%	-4%	25%
O=C(COC(=O)c1cccc(Cl)c1)NC1CCS(=O)(=O)C1 (stereo not drawn)	-9	?	5%	-2%	-3%	9%	1%	9%	·
O=C(C[n+]1cc(-c2ccc(Cl)c(Cl)c2)n2c1CCC2)c1cccs1	?	11%	13%	?	-3%	1%	2%	-7%	-19%

At a glance, 10 of the compounds above:
SMILES	IL1B secr inh	KB-V1 MDR tox	WRN helicase inh	KB-3-1 tox	SW480 rereplic	MCF10A rerep	HT1080-NT tox	HT1080 IDH1KD tx	ATXN2 expr inh
O=C(CCSCCc1ccccn1)Nc1ccccn1	16	18%	0%	4%	-3%	4%	12%	12%	9%
O=C(c1cccs1)N1CCN=C1SCc1ccc(F)cc1	-3	9%	-7%	-3%	-1%	0%	0%	12%	2%
CCc1ccc(-c2ccc3nnc(SCC(N)=O)n3n2)cc1	12	?	-4%	2%	-10%	0%	0%	0%	·
COC(=O)c1[nH]c2ccc(C)cc2c1NC(=O)Oc1ccccc1	39	-2%	-16%	0%	1%	40%	4%	2%	4%
Cc1cc(C)cc(N(CC(=O)Nc2cc(C)ccc2C)S(=O)(=O)c2c(C)[nH]c(=O)[nH]c2=O)c1	12	?	-9%	6%	-11%	2%	-9%	-13%	4%
Cc1ccc(-n2ncc(C(=O)O)c2C2CCN(C(=O)OC(C)(C)C)CC2)cc1	15	21%	6%[57.1 µM]	11%	-2%	0%	20%	10%	0%
CCCn1c(N)c(C(=O)CN(C)CC(=O)Nc2ccccc2CC)c(=O)[nH]c1=O	22	0%	-6%	-2%	-11%	0%	3%	10%	2%
CCOC(=O)C1C(=O)NC(N2CCOCC2)=NC1C(C)C (stereo not drawn)	24	15%	-9%	5%	-6%	0%	0%	-1%	5%
CN(CC(=O)NC1CCCCC1)S(=O)(=O)c1cccc2nsnc12	-9	-16%	20%	18%	1%	1%	0%	-7%	2%
COc1cc(CN2CCN(C(O)(c3ccccc3)c3ccccc3)CC2)cc(OC)c1OC	-69*	-6%	-1%	-12%	?	?	-6%	-11%	3%

(listing goes on)
SMILES	IL1B secr inh	KB-V1 MDR tox	WRN helicase inh	KB-3-1 tox	SW480 rereplic	MCF10A rerep	HT1080-NT tox	HT1080 IDH1KD tx	ATXN2 expr inh
Cc1ccc(C2NC(c3ccc(C)cc3)C(C)C(=O)C2C)cc1 (stereo not drawn)	-7	-9%	-8%	4%	2%	17%	5%	3%	·
CCN(CC(=O)Nc1ccc(NC(C)=O)cc1)C(=O)c1cc(-c2ccccc2Cl)nc2ccccc12	-6	-18%	-2%	?	13%	16%	?	-5%	·
COCCNC(=O)C(=O)Nc1cc2c3c(c1)CC(=O)N3CCC2	8	-4%	-12%	-4%	-9%	-4%	12%	-4%	·
CCCN(C(=O)c1cc(S(=O)(=O)N2CCCCC2)ccc1Cl)C1CCS(=O)(=O)C1 (stereo not drawn)	11	?	0%	4%	-20%	0%	0%	0%	·
CC(=O)Nc1ccc(S(=O)(=O)N(C)CC(=O)OC(C)C(=O)NC2CCCC2)cc1 (stereo not drawn)	i	3%	2%	-1%	-4%	-16%	9%	19%	4%
Cc1ccc2nc(SCC(=O)c3c(N)n(C4CC4)c(=O)[nH]c3=O)[nH]c2c1	19	8%	-12%	3%	0%	14%	0%	3%	2%
COC(=O)C(CCSC)NC(=O)Cn1ncc2c(=O)oc3ccccc3c21 (stereo not drawn)	-55*	-3%	11%	0%	-2%	16%	-6%	4%	5%
COc1ccc(-n2c(SCC(=O)O)nc3sc4c(c3c2=O)CCCC4)cc1	24	2%	-1%	5%	-9%	-4%	-4%	-9%	9%
